# Assay outcomes: PubChem BioAssay, National Center for Advancing Translational Sciences (NCATS)
# Pol eta inh = blocks human DNA polymerase eta activity | Q9Y253 | recombinant Pol eta, fluorescent DNA replication assay | Potency, µM (doses to about 114 µM), for inactives: top-dose activity change, negative = inhibition, hits mostly inhibitors | actives 1.2% (n = 390,000) | AID 588591; also: % is scaled to controls: 0 for no effect and ±100 for the full control effect
#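 Pol eta at 10 nM preincubated with compounds 15 min at room temperature; reaction started with fluorescent substrate (50 nM final) and read kinetically at 0 and 10 min.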
# G9a inh = inhibitors of human histone lysine methyltransferase G9a; Potency, µM (titrated, usually from 102 µM), inactives show at the highest dose activity, negative = inhibition, most hits filed as inhibitors; actives 8.8% (n = 350,000); AID 504332; G9a H3K9 monomethylation, AlphaScreen, 2 h; Q96KQ7; also: % is scaled to controls: 0 for no effect and ±100 for the full control effect; nearly all actives have a fitted effect of over 75% in size
#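 Methyltransferase reactions run at room temperature for 2 h (20 nM enzyme, 500 nM biotin-H3K9 peptide, 20 uM SAM) after a 15 min compound preincubation; product detected by AlphaScreen beads and anti-H3K9me1 antibody.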
# APE1 inh = inhibitors of human APE1 endonuclease | P27695 | recombinant APE1, TAMRA/BHQ-2 abasic DNA cleavage fluorescence | Potency, µM (highest dose often 65.8 µM), for the others: at the top dose activity change, negative = inhibition, most hits filed as inhibitors | actives 0.35% (n = 350,000) | AID 2517;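 also: plate controls were vehicle for no effect and reference inhibitor for full effect; nearly all actives have a fitted effect of over 55% in size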
#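 0.75 nM APE1 + cpd, 15 min RT; start w/ 50 nM TAMRA/BHQ-2 THF-abasic dsDNA; kinetic fluor 525/598 nm ×3 reads @60 s; Δ(read3−read1); normalized to DMSO and NSC13755 control wells.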
# Pol beta inh = blocks human DNA polymerase beta activity; P06746; Pol beta primer extension/strand displacement, fluorescence kinetic; Potency, µM (doses to about 114 µM), without a hit: top-dose activity change, negative = inhibition, most hits filed as inhibitors; actives 1.3% (n = 340,000); AID 485314; also: % is scaled to controls: 0 for no effect and ±100 for the full control effect
#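 Pol beta (10 nM) was preincubated with compound for 15 min at room temperature. The reaction was then started with 50 nM substrate and read immediately and after a further 10 min at room temperature.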
# BAZ2B block = blocks human BAZ2B. Q9UIF8. AlphaScreen BAZ2B-H3K14Ac peptide displacement. Potency, µM (highest dose often 114 µM), without a hit: at the top dose activity change, negative = inhibition, actives largely listed as inhibitors. actives 4.4% (n = 360,000). AID 504333; also: % is scaled to controls: 0 for no effect and ±100 for the full control effect; nearly all actives have a fitted effect of over 60% in size
#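 Multi-concentration screen (max 110 uM) measuring displacement of acetylated histone H3 peptide from BAZ2B by AlphaScreen, using 50 nM protein, 50 nM peptide and 10 ug/mL streptavidin donor plus Ni-chelate acceptor beads.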
# BLM inh = blocks DNA unwinding by human BLM helicase; recombinant BLM DNA unwinding, fluorescence dequenching; P54132; AID 2528; Potency, µM (series often up to 56.1 µM), for the others: at the top dose activity change, negative = inhibition, actives largely listed as inhibitors; actives 0.2% (n = 350,000);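 also: plate controls were vehicle for no effect and no enzyme for full effect; nearly all actives have a fitted effect of over 35% in size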
# Pol kappa inh = inhibitors of human DNA polymerase kappa. purified Pol kappa, fluorescent DNA synthesis assay, 10 min. Potency, µM (doses to about 107 µM), for inactives: at the top dose activity, negative = inhibition, most hits filed as inhibitors. actives 0.53% (n = 400,000). Q9UBT6. AID 588579; also: % is scaled to controls: 0 for no effect and ±100 for the full control effect
#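 Enzyme at 10 nM met test compounds for 15 min at room temperature. Substrate addition (50 nM final) began the reaction, which was monitored by fluorescence at 0 and 10 min.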
# Pol iota inh = inhibitors of human DNA polymerase iota. actives 1% (n = 390,000). Q9UNA4. Pol iota fluorescent replication assay, 10 min. Potency, µM (series often up to 115 µM), for inactives: at the highest dose activity, negative = inhibition, usual class: inhibitors
#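 Fluorescent replication assay read twice, at 0 min and 10 min after adding 50 nM (final) substrate. Enzyme (10 nM) and compounds were first incubated 15 min at room temperature; enzyme-free buffer wells were negative controls.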
# JMJD2A Tudor = JMJD2A Tudor domain (human) inhibition. O75164. AlphaScreen JMJD2A-Tudor / H3K4me3 peptide binding. Potency, µM (series often up to 114 µM), for inactives: top-dose activity change, negative = inhibition, most hits filed as inhibitors. actives 4.4% (n = 390,000). AID 504339; also: % is scaled to controls: 0 for no effect and ±100 for the full control effect; nearly all actives have a fitted effect of over 50% in size
# Target sequence (O75164 whole entry, looked up, the tested form may be a part): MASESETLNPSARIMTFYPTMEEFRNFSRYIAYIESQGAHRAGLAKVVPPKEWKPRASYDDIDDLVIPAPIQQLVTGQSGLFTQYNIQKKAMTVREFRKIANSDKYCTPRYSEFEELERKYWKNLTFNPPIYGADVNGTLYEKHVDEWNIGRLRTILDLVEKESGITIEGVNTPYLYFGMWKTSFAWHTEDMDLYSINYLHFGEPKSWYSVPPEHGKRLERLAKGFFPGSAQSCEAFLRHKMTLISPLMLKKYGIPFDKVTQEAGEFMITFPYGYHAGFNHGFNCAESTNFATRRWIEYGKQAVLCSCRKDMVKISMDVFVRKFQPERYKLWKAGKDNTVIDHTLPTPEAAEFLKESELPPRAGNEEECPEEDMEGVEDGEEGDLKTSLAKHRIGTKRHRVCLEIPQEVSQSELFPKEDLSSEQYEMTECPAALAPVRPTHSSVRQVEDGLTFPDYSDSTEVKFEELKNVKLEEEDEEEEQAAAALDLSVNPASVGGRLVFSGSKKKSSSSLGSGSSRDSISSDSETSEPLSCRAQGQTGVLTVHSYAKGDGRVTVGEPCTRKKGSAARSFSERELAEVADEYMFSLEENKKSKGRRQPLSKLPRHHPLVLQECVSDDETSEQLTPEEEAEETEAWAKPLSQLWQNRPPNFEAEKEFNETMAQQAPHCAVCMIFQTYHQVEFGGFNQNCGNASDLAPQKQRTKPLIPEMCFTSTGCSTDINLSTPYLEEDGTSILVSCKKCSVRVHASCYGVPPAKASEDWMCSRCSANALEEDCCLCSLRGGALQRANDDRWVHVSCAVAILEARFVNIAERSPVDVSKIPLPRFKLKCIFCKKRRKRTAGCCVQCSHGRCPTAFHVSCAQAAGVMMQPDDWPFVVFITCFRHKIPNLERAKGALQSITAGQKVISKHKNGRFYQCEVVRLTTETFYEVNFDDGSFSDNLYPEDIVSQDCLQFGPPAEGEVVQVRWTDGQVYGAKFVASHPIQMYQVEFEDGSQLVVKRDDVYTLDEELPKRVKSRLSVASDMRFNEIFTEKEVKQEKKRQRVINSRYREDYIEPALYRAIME
# Numbers without * were called inactive; ? = inconclusive; / = no result given; [ ] = another dose, or the depositor's remark. Calls follow the shape of the dose curve; as a rule, active = well fitted curve in the direction sought with a large enough effect; inconclusive = small, poorly fitted or top-dose-only effect, or another doubt; inactive = no such curve, though single readings can be large; an effect the other way counts as inactive or inconclusive. Potency is read from the fitted curve at half-maximal effect. Only part of the results is shown; count on the stated rates, not on these rows.
SMILES,Pol eta inh,G9a inh,APE1 inh,Pol beta inh,BAZ2B block,BLM inh,Pol kappa inh,Pol iota inh,JMJD2A Tudor
CSc1ccccc1OCc1cc(C(=O)NCCn2ccnc2C)no1,-20.2%,5.2%,14.1%,32.1%,-25.8%,1.0%,-10.9%,32.4%[activator],-15.3%
CCCC(=O)Nc1ccc2c(c1)C(=O)N(CCC(=O)O)C2=O,-15.9%,16.9%[59 µM],-1.1%,-0.3%,11.8%,-1.7%,-3.8%,45.4%[activator],-5.8%
CN(C(=O)OC(C)(C)C)c1ccc(-c2nc3ccccc3s2)cc1,-2.5%,/,/,/,/,/,-7.0%,0.1%,45.8%[activator]
Cc1ccccc1CS(=O)(=O)Cc1ccc(C(=O)N2CCOCC2)o1,-18.6%,-5.6%[2.33 µM],-0.1%,42.1%,7.0%,0.8%,-16.4%,20.5%,2.7%
CCOC(=O)c1c(C)oc2nc(C)nc(Nc3ccc(CC)cc3)c12,-14.2%,-15.0%[59 µM],/,-0.7%,15.1%[57.1 µM],-5.7%,-11.7%,-27.3%,2.9%
C/C(=N\Nc1cc(C)nc(-c2ccccc2)n1)c1cccc([N+](=O)[O-])c1,0.0%,7.5%,4.2%,-22.0%,?,0.7%,-4.8%,3.2%,?
CC(=O)N1CCc2cc(C(=O)CN3CCN(c4cccc(Cl)c4)CC3)ccc21,-20.8%,22.4µM*,29.7%,9.2%,-11.7%,-1.7%,0.7%,21.3%,-25.9%
COc1ccc(S(=O)(=O)NCCN2CCOCC2)c2ccccc12,4.8%,28.2µM*,-0.9%,5.9%,-28.4%,3.4%,-0.3%,-28.1%,-23.6%
COc1ccc(NC(=O)CSc2nc3ccccc3c(=O)n2CCCN2CCCCC2)c(OC)c1,-15.0%,-44.1%,0.7%,7.4%,-30.1%,7.3%,-13.8%,1.7%,-12.2%[11.4 µM]
CCOC(=O)CSc1cc(CS(=O)(=O)c2ccccc2)nc(-c2ccccc2)n1,-13.1%,16.6%[59 µM],-10.4%,27.7%,10.3%,-2.4%,-2.8%,-2.6%,-2.5%
COc1ccc(C2CC(=O)C3=C(C2)Nc2ccccc2N(C(C)=O)C3c2ccco2)cc1 (stereo not given),-13.3%,-10.9%[59 µM],-0.7%,11.2%,-4.1%,-1.0%,-5.5%,10.5%,-21.8%
CC(=O)N1CCN(c2ccc(NCc3ccco3)cc2)CC1,-7.0%,8.7%[0.501 µM],4.2%,/,?,/,-10.0%,59.5%[activator],-17.1%
O=C(COC(=O)c1cccc(Br)c1)NCCc1ccc(F)cc1,0.2%,-50.5%[59 µM],0.2%,8.3%,-14.5%,-7.7%,-9.4%[60.1 µM],4.7%,8.7%
COc1ccc(CNC(=O)CN(C(=O)CCC(=O)Nc2ccccn2)c2cc(C)ccc2C)cc1,-6.0%,28.3%,?,43.3%,-36.9%,-3.8%,-7.3%,104.3%[activator],-15.4%
Cc1ccc(/C=C2/SC(=S)N(CC(=O)Nc3ncc(Cc4ccc(C)cc4)s3)C2=O)cc1,-10.4%,9.9%,1.6%,-29.6%,-3.0%,-3.5%,-20.6%,11.3%,-17.6%
O=C(O)[C@H](Cc1ccccc1)NC(=O)C(c1ccccc1)(c1ccccc1)c1ccccc1,-7.9%,5.8%[12.7 µM],-0.4%,6.1%,-10.0%,-2.9%,-4.5%,22.1%,?
O=C(/C=C/c1ccc(S(=O)(=O)N2CCOCC2)cc1)N1CCN(c2ccccc2)CC1,-2.6%,-1.4%,2.1%,5.9%,5.1%,-4.8%,-3.9%,-20.4%,-13.8%
COc1ccc(Cl)cc1NC(=O)CSc1nnc2[nH]c(=O)cc(-c3ccccc3)n12,89.1µM*,32.6%[59 µM],/,6.0%,-0.1%,-0.2%,-2.2%[60.1 µM],1.0%,-10.1%
CC(=O)N1CCc2cc(Br)cc(S(=O)(=O)N3CCCCC3)c21,-21.4%,?,8.8%,2.6%,3.1%,-3.4%,-1.0%,5.6%,-7.1%
CCOc1ccc(C(=O)NCC(=O)OCC(=O)N2CCCC2)cc1,13.0%,-36.8%,0.1%,7.8%,-8.2%,0.0%,12.3%,25.3%,-7.9%
CC(=O)N1CCCc2cc(S(=O)(=O)NCc3ccc(OC(C)C)cc3)ccc21,-12.5%,10.9%[59 µM],/,25.9%,2.0%,-0.5%,-4.2%[60.1 µM],36.5%[activator],-1.6%
CCCCNC(=S)NNC(=O)c1cc(C)on1,-4.8%,-29.0%,?,24.7%,-7.4%,1.7%,8.1%,?,-22.4%
COc1ccc(-n2ncc(C(=O)N3CCN(c4ncccn4)CC3)c2C2CCN(C(=O)OC(C)(C)C)CC2)cc1,-12.4%,-27.4%[59 µM],/,19.9%,7.8%[57.1 µM],3.5%,3.8%,12.0%,-11.3%
O=C(O)COc1ccc(C(NC(=O)c2c(F)cccc2F)NC(=O)c2c(F)cccc2F)cc1,3.3%,6.4%,14.9%,3.6%,?,-2.5%,-1.0%,-0.9%,-12.0%
CCOc1ccccc1OCCCC(=O)NCCc1ccc(S(N)(=O)=O)cc1,-16.9%,22.0%,2.3%,20.0%,12.5%,-6.7%,-2.1%,-9.5%,-4.2%

# An excerpt from above in order of SMILES length, falling.
SMILES,Pol eta inh,G9a inh,APE1 inh,Pol beta inh,BAZ2B block,BLM inh,Pol kappa inh,Pol iota inh,JMJD2A Tudor
O=C(/C=C/c1ccc(S(=O)(=O)N2CCOCC2)cc1)N1CCN(c2ccccc2)CC1,-2.6%,-1.4%,2.1%,5.9%,5.1%,-4.8%,-3.9%,-20.4%,-13.8%
CCOc1ccccc1OCCCC(=O)NCCc1ccc(S(N)(=O)=O)cc1,-16.9%,22.0%,2.3%,20.0%,12.5%,-6.7%,-2.1%,-9.5%,-4.2%
CSc1ccccc1OCc1cc(C(=O)NCCn2ccnc2C)no1,-20.2%,5.2%,14.1%,32.1%,-25.8%,1.0%,-10.9%,32.4%[activator],-15.3%

# Next results:
SMILES,Pol eta inh,G9a inh,APE1 inh,Pol beta inh,BAZ2B block,BLM inh,Pol kappa inh,Pol iota inh,JMJD2A Tudor
CC(C)COC(=O)Cn1cnc2ccc(Br)cc2c1=O,-1.7%,-7.2%[12.7 µM],2.3%,6.1%,6.5%,-1.7%,-4.4%,-6.1%,-17.6%
NNc1nc2c(-c3ccc(Cl)cc3)nnn2c2ccccc12,-28.3%,14.7%,-1.1%,?,0.7%,0.9%,-18.5%,-10.8%,6.2%
O=C(Nc1ccccc1C(F)(F)F)C1CCN(C(=O)Cc2ccccc2)CC1,-18.5%,39.6%,17.1%,33.8%[activator],-20.1%,-2.9%,-2.5%,-17.3%,-8.1%
OCCN(CCO)CC(O)COCCC12CC3CC(CC(C3)C1)C2 (stereo not given),-5.0%,?,2.2%,5.6%,-6.4%,-0.1%,-6.1%,-8.5%,?
COC(=O)/C(C#N)=C1/SC=C(C)N1c1ccccc1,-15.0%,2.1%[59 µM],2.2%,23.4%,20.1%,3.7%,-0.4%,9.7%,-6.7%
COC(=O)CNC(=O)COC(=O)Cc1ccc(Cl)cc1,-11.9%,-1.5%,0.9%,2.9%,-1.4%,-0.1%,0.2%,12.6%,-3.9%
CCOC(=O)N1CCN(Cc2nc(-c3cccc(C)c3)no2)CC1,-15.7%,0.0%[59 µM],7.0%,-8.1%,1.2%,0.1%,-2.6%,7.1%,4.2%
CSc1n[nH]c(-c2ccc(C(F)(F)F)cc2)n1,-21.2%,24.9%,-8.2%,?,0.7%,-1.2%,-39.6%,-29.1%,4.9%
C[C@H](O)[C@@H]1C(=O)N2CCc3ccc(-c4ccccc4)cc3[C@@H]2C[C@@H]1N(C)C(=O)NC1CCCCC1,-10.3%,/,/,/,/,/,1.5%,21.9%,-29.0%
O=C(CNc1cccc(F)c1)Nc1cccc(S(=O)(=O)N2CCCCC2)c1,-20.8%,7.0%[0.501 µM],12.9%,/,-3.9%,/,2.3%,33.7%[activator],-7.2%
CN1C(=O)C(O)(C2CCCCCC2=O)c2ccccc21 (stereo not given),-4.8%,63.8%[activator],32.6%,-6.3%,-32.0%,-2.0%,-13.1%,-0.3%,-4.8%
COc1ccc(/C=C/C(=O)Nc2ccc(C34CC5CC(CC(O)(C5)C3)C4)cc2)cc1OC,-11.3%,0.9%[59 µM],-2.8%,2.5%,2.5%,-1.6%,-17.8%,27.5%,-20.3%
COc1ccccc1CCNC(=O)C(=O)NCC(c1ccco1)S(=O)(=O)c1ccc(C)cc1 (stereo not given),-21.1%,2.1%[59 µM],/,5.1%,-2.3%,-0.6%,-4.5%[60.1 µM],-1.3%,-8.8%
COc1ccc(CCNC(=O)c2cc(Nc3cc(C)cc(C)c3)nc3ccccc23)cc1OC,-21.2%,8.1%[59 µM],/,9.7%,/,-6.0%,-8.4%,-11.2%,-19.0%
CN(C)C(=O)c1ccc(-c2ccc3ncnc(Nc4ccccc4)c3c2)cc1,/,-4.0%[0.501 µM],?,/,/,1.9%,1.7%[60.1 µM],/,/
CCOc1ccc(C(C)=O)cc1Cn1nc(C(=O)O)c2ccccc2c1=O,?,-5.1%[59 µM],-0.6%,-19.2%,/,-10.2%,-17.5%,2.2%,-15.0%[57.1 µM]
CCN(CC)C(=S)Nc1c(C)n(C)n(-c2ccccc2)c1=O,-2.7%,3.5%,-3.4%,-0.2%,3.2%,-7.9%,11.5%,9.7%,3.1%
CCN1CCN(CCC(=O)Nc2cc(OC)cc(OC)c2)CC1,-2.3%,?,50.9%[activator],52.3%,-23.7%,-0.3%,-18.7%,125.2%[activator],-21.0%
COCCNC(=O)c1cccc(S(=O)(=O)N2CC3(C)CC2CC(C)(C)C3)c1 (stereo not given),-5.2%,-0.9%[0.501 µM],-8.5%,/,-5.3%,/,-5.9%,24.7%,-12.3%
Cc1c(Br)c([N+](=O)[O-])nn1C(C)C(=O)NCc1ccco1 (stereo not given),-17.1%,-18.7%,-0.6%,-2.1%[57.1 µM],7.5%,4.1%,2.4%,83.7%[activator],1.4%
Cc1ccc(CNS(=O)(=O)c2ccc(F)c(F)c2)n1C,-11.7%,44.7µM*,53.4%,-18.6%,-23.8%,-11.4%,-21.1%,14.8%,-26.2%
CN(CCc1ccccc1)C(=O)c1ccc(NC(=O)Cc2ccc(NC(=O)C3CCCN(S(=O)(=O)c4cccc([N+](=O)[O-])c4)C3)cc2)cc1 (stereo not given),2.3%,/,/,/,/,/,-2.0%,4.2%,-17.3%
